Screens: PubChem, National Center for Advancing Translational Sciences (NCATS)
GLP1R ag: agonists of human GLP-1 receptor; 0.007% of 380,000 active; Potency, µM (titrated, usually from 45.6 µM), without a hit: at the top dose activation, most hits filed as activators; HEK293 GLP-1R CRE-luciferase, luminescence, 4-6 h; cells express a hypersensitive GLP-1R form; AID 624172; P43220; also: potency is read from the fitted curve at half-maximal effect; % of control where 0% means no effect
Target sequence (P43220 whole entry, looked up): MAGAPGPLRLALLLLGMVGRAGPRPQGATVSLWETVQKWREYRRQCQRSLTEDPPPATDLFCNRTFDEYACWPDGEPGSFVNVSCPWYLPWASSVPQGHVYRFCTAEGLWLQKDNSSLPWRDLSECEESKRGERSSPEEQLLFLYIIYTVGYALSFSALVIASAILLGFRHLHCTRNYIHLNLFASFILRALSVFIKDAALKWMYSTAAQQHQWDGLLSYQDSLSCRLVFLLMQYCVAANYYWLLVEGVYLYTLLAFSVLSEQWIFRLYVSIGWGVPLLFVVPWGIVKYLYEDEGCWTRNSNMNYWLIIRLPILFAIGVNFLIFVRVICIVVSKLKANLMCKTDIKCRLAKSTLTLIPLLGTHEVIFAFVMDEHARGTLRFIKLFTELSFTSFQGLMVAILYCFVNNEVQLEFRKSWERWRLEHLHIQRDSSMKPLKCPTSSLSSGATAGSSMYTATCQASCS
GLP1R cytotox: cytotoxic in the GLP-1 receptor inverse agonist counter-screen. AID 624418. HEK293 cAMP-luciferase reporter cells, luminescence, 24 h. 0.13% of 410,000 active. Potency, µM (highest dose often 38.3 µM), without a hit: top-dose activity change, negative = inhibition, actives largely listed as inhibitors;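 also: loss of luciferase light is scored as toxicity; potency is read from the fitted curve at half-maximal effect; % is scaled to controls: 0 for no effect and ±100 for the full control effect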
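1536-well qHTS counterscreen of the MLSMR; 200 cells/uL, 12 h pre-incubation, 23 nL cpd, 24 h at 37 deg C 5% CO2, luciferase detection reagent, 12 min RT, luminescence. Inhibition = undesired.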
GLP-1R inv ag: inverse agonists of human GLP-1 receptor | Potency, µM (series often up to 38.3 µM), inactives show top-dose activity change, negative = inhibition, usual class: inhibitors | 1.6% of 410,000 active | AID 624417 | HEK293 GLP-1R CRE-luciferase, luminescence, 24 h; GLP-1R form is constitutively active | P43220; also: potency is read from the fitted curve at half-maximal effect; % is scaled to controls: 0 for no effect and ±100 for the full control effect; nearly all actives have a fitted effect of over 55% in size
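Assay principle: reduced luminescence from a cAMP-responsive reporter in HEK293 cells co-expressing a constitutively active GLP-1R. Conditions: 24 hr compound incubation, 37 deg C, 5% CO2.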
PI5P4K alpha inh: inhibitors of human PI5P4K alpha. 1.2% of 330,000 active. PI5P4Kalpha enzyme, ADP-Glo luminescence, 60 min; active compounds read low. AID 652105. max response, %; active = max response of -50% or lower; inconclusive = between -30% and -50%; inactive = -30% or higher; also: value at the top dose of about 77 µM; % is scaled to controls: 0 for no effect and ±100 for the full control effect
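Human PI5P4Kalpha with substrate in 0.038 M HEPES pH 7.4, 0.28 mM EGTA, 0.1% CHAPS, 5% DMSO; reaction started with 5 microM ATP (final), 60 min at room temperature. ADP formed read by ADP-Glo luminescence.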
PTHR1 agonist: PTHR1 (human) receptor agonism; 0.075% of 410,000 active; Q03431; AID 743266; HEK293 GP2 PTHR1 cells, GloSensor cAMP luminescence, 1 h; Potency, µM (top dose mostly 115 µM), without a hit: at the top dose activation, usual class: activators; also: potency is read from the fitted curve at half-maximal effect; nearly all actives have a fitted effect of over 55% in size; some results filed as inactive show a strong effect at the top dose; inactives centre near -15; many of its hits are not listed in these tables
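HEK-293-derived GP2 cells expressing PTHR1 and a GloSensor cAMP reporter, 3,000/well, plated overnight, given luciferin plus IBMX (each 0.5 mM as added) for 1 h at 37 °C, then compound for 1 h at 37 °C. Luminescence was read after 15 min at room temperature.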
IL2 activator: activators of IL-2; IL-2 activation reporter assay, cell-based qHTS; stimulated with anti-CD3/CD4/CD28 beads; in transgenic mouse T cells; activation, % (series mostly up to about 46 µM); 0.065% of 360,000 active; in the data active = activation above about 50%; inconclusive = mostly about 30% to 49%; also: 0% is about no effect
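EGFP and DsRed fluorescence is measured by plate cytometry in unstimulated transgenic mouse T cells exposed to compound for 60 minutes, then stimulated 18 hours at 37 degrees C with anti-CD3/anti-CD4 beads plus anti-CD28.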
EPAC1 agonist: agonists of human EPAC1 | AID 720707 | Potency, µM (highest dose often 154 µM), inactives show top-dose activation, most hits filed as activators | 0.073% of 360,000 active | EPAC1 agonist qHTS, biochemical assay; response scale: 100% = response to 6.5 mM cAMP | O95398; also: potency is read from the fitted curve at half-maximal effect; nearly all actives have a fitted effect of over 60% in size
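EPAC1 100 nM, Rap1B–BODIPY-GDP 250 nM, unlabeled GDP 50 uM; compound titration; 5 min RT; kinetic read ex480/em540 at 5-min intervals ×30 min; data normalized to 6.5 mM cAMP agonist control.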
PLK1 PBD block: blocks phosphopeptide binding to human PLK1 polo-box domain. P53350. Potency, µM, for inactives: max response, negative = inhibition, actives largely listed as inhibitors. Plk1 PBD binding of FITC phosphopeptide, fluorescence polarization. 2.8% of 360,000 active. AID 720504; also: potency is read from the fitted curve at half-maximal effect; series mostly up to about 57 µM; % is scaled to controls: 0 for no effect and ±100 for the full control effect; nearly all actives have a fitted effect of over 65% in size
Target sequence (P53350 whole entry, looked up, the tested form may be a part): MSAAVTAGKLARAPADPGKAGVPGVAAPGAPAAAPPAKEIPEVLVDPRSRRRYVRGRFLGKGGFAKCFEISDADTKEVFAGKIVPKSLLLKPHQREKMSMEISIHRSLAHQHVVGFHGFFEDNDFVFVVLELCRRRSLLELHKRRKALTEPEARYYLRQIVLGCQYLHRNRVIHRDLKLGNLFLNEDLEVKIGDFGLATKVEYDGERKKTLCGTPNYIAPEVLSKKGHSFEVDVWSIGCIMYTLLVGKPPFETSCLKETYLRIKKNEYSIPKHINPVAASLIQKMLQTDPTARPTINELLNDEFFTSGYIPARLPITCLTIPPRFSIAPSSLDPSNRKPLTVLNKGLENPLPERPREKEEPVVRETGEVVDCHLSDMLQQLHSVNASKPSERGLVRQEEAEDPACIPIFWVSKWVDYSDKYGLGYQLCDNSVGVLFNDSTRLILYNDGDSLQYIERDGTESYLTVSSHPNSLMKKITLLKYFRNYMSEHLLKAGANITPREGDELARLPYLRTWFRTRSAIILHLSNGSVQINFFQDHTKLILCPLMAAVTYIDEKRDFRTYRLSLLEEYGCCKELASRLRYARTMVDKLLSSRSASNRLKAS
EPAC1 antag: antagonists of human EPAC1. O95398. EPAC1 GEF assay, Rap1b-BODIPY-GDP exchange fluorescence. Potency, µM (series often up to 115 µM), for inactives: at the top dose activity change, negative = inhibition, actives largely listed as inhibitors. 0.14% of 360,000 active. AID 720709;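 also: potency is read from the fitted curve at half-maximal effect; plate controls were vehicle for no effect and positive control for full effect; nearly all actives have a fitted effect of over 50% in size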
Active calls of the source: *; [ ] = dose if it differs, or a comment. Unless noted, calls follow the shape of the dose curve; as a rule, active = well fitted curve in the direction sought with a large enough effect; inconclusive = small, poorly fitted or top-dose-only effect, or another doubt; inactive = no such curve, though single readings can be large; an effect the other way counts as inactive or inconclusive.

For CCc1cc2c(N[C@@H](C)C(=O)O)ncnc2s1 the results were GLP1R ag -5.1%, GLP1R cytotox -7.0%, GLP-1R inv ag -6.1%, PI5P4K alpha inh 4.3, PTHR1 agonist 16.6%[57.5 µM], IL2 activator 0.0, EPAC1 agonist 0.9%, PLK1 PBD block -4.4% and EPAC1 antag -11.9%.
Cc1ccc(S(=O)(=O)N(C)CC(=O)N(C)Cc2cccs2)cc1 was read as GLP1R ag 2.8%, GLP1R cytotox 1.4%, GLP-1R inv ag 1.7%, PI5P4K alpha inh 3.3, PTHR1 agonist -24.4%, IL2 activator 1.0, EPAC1 agonist 2.5%, PLK1 PBD block -0.3% and EPAC1 antag 5.0%.
O=C(O)/C=C/c1ccc(S(=O)(=O)NCc2cccnc2)cc1 was read as GLP1R ag -1.7%, GLP1R cytotox 1.3%, GLP-1R inv ag 10.2%, PI5P4K alpha inh -7.3, PTHR1 agonist 8.5%, IL2 activator -0.1, EPAC1 agonist -2.5%, PLK1 PBD block 23.8µM* and EPAC1 antag 5.4%.
CS(=O)(=O)N1CCC(CO)(Cc2ccccc2C(F)(F)F)CC1 was read as GLP1R ag -4.4%, GLP1R cytotox -11.0%, GLP-1R inv ag -3.6%, PI5P4K alpha inh -2.3, PTHR1 agonist -8.6%, IL2 activator 1.7, EPAC1 agonist -10.4%, PLK1 PBD block 3.5% and EPAC1 antag -11.2%.
Screening CC(CCc1ccccc1)NC(=O)CCC(=O)N1CCC(C(=O)O)CC1 (stereo not drawn) returned GLP1R ag 8.8%, GLP1R cytotox -16.4%, GLP-1R inv ag 10.2%, PI5P4K alpha inh -2.3, PTHR1 agonist inactive, IL2 activator -0.2, EPAC1 agonist 6.2%, PLK1 PBD block -9.1% and EPAC1 antag -17.1%.
C=CCn1c(-c2ccc(OC)cc2)nc2ccccc21 was read as GLP1R ag 14.1%, GLP1R cytotox -4.3%, GLP-1R inv ag inconclusive, PI5P4K alpha inh -0.3, PTHR1 agonist inactive, IL2 activator 1.4, EPAC1 agonist 14.3%, PLK1 PBD block -6.1% and EPAC1 antag 4.0%.
O=C(c1ccco1)N1CCN(C(=O)c2nn3cccnc3c2Cl)CC1 was read as GLP1R ag -11.9%, GLP1R cytotox -21.4%, GLP-1R inv ag 0.0%, PTHR1 agonist inactive, IL2 activator -3.0, EPAC1 agonist 3.4%, PLK1 PBD block -5.7% and EPAC1 antag 7.8%.
O=C(O)/C=C/c1ccc(Oc2ncccn2)cc1 was read as GLP1R ag -0.7%, GLP1R cytotox 7.0%, GLP-1R inv ag 8.5%, PI5P4K alpha inh -0.1, PTHR1 agonist -9.2%, IL2 activator -1.2, EPAC1 agonist 5.1%, PLK1 PBD block -6.5% and EPAC1 antag 8.3%.
CC(=NCCc1c(C)[nH]c2ccc(OC(F)(F)F)cc12)C1=C(O)CC(c2ccccc2)CC1=O (stereo not drawn) was read as GLP1R ag 0.3%, GLP1R cytotox -0.4%, GLP-1R inv ag inconclusive, PI5P4K alpha inh 11.3, PTHR1 agonist -8.1%, IL2 activator -0.2, EPAC1 agonist 5.7%, PLK1 PBD block -17.0% and EPAC1 antag 4.5%.
`O=C(Cn1cncn1)N1CCN(c2ccc(F)cc2)CC1` gave GLP1R ag 5.1%, GLP1R cytotox -3.3%, GLP-1R inv ag 2.8%, PI5P4K alpha inh 2.3, PTHR1 agonist inactive, IL2 activator -2.1, EPAC1 agonist -0.4%, PLK1 PBD block -7.6% and EPAC1 antag 27.4%.
Cn1nnnc1SCC(=O)NC(=O)c1cccc([N+](=O)[O-])c1 was read as GLP1R ag -0.3%, GLP1R cytotox -12.4%, GLP-1R inv ag 0.8%, PI5P4K alpha inh -1.7, PTHR1 agonist inactive, IL2 activator -1.0, EPAC1 agonist 10.8%, PLK1 PBD block -5.3% and EPAC1 antag 1.9%.
CCOc1ccccc1NC(=O)COc1ccc2ccc(=O)oc2c1 was read as GLP1R ag 16.5%, GLP1R cytotox 13.5%, GLP-1R inv ag 8.0%, PI5P4K alpha inh -2.1, PTHR1 agonist -10.9%, IL2 activator -0.6, EPAC1 agonist 1.6%, PLK1 PBD block -3.9% and EPAC1 antag 15.6%.
CCCCCCCCNC(=S)NCCN1CCCCC1 was read as GLP1R ag 11.8%, GLP1R cytotox inconclusive, GLP-1R inv ag inconclusive, PI5P4K alpha inh 2.4, PTHR1 agonist inconclusive, IL2 activator -0.5, EPAC1 agonist -14.8%, PLK1 PBD block -10.4% and EPAC1 antag inconclusive.
Screening CC(=O)NC(c1ccc(C)cc1)c1cc([N+](=O)[O-])c2cccnc2c1O (stereo not drawn) returned GLP1R ag -0.1%, GLP1R cytotox inconclusive, GLP-1R inv ag inconclusive, PI5P4K alpha inh -59.1*, PTHR1 agonist inactive, IL2 activator 0.6, EPAC1 agonist 20.9%, PLK1 PBD block -22.8% and EPAC1 antag 3.1%.
For O=C(N/N=C/c1ccc(Sc2nc3ccccc3s2)c([N+](=O)[O-])c1)c1ccccn1 the results were GLP1R ag 23.3%, GLP1R cytotox 5.1%, GLP-1R inv ag 21.2%, PTHR1 agonist -2.9%[57.5 µM], IL2 activator 0.4, EPAC1 agonist 18.7%, PLK1 PBD block -1.9% and EPAC1 antag 11.2%.
COc1ccccc1NC(=O)Nc1ccc(N2CCOCC2)cc1 was read as GLP1R ag 27.2%, GLP1R cytotox 7.0%, GLP-1R inv ag -14.6%, PI5P4K alpha inh -2.0, PTHR1 agonist inactive, IL2 activator -0.1, EPAC1 agonist 2.4%, PLK1 PBD block -7.5% and EPAC1 antag -25.6%.
`Cc1ccc(C(=O)NNC2=Nc3cccc4cccc2c34)cc1` gave GLP1R ag -6.6%, GLP1R cytotox -0.9%, GLP-1R inv ag 12.8%, PI5P4K alpha inh 2.3, PTHR1 agonist -17.8%, IL2 activator 2.0, EPAC1 agonist -7.2%, PLK1 PBD block 0.9% and EPAC1 antag 1.1%.
`Cn1cc([N+](=O)[O-])c(C(=O)Nc2ccn(Cc3c(F)c(F)cc(F)c3F)n2)n1` gave GLP1R ag 4.4%, GLP1R cytotox inconclusive, GLP-1R inv ag 8.0%, PTHR1 agonist inactive, IL2 activator -2.9, EPAC1 agonist 4.8%, PLK1 PBD block -6.6% and EPAC1 antag 11.3%.
For COc1cccc(/C=C/C(=O)c2cccc([N+](=O)[O-])c2)c1OC the results were GLP1R ag 1.1%, GLP1R cytotox 6.0%[7.66 µM], GLP-1R inv ag -1.6%[7.66 µM], PI5P4K alpha inh 2.4, PTHR1 agonist -31.9%[inhibitor], IL2 activator -1.2, EPAC1 agonist 7.5%, PLK1 PBD block inconclusive and EPAC1 antag inconclusive.
`CCCCN1C(=O)N(c2ccccc2Cl)C(C)(O)CC1(C)C` (stereo not drawn) gave GLP1R ag 4.8%, GLP1R cytotox 8.1%, GLP-1R inv ag inconclusive, PI5P4K alpha inh 6.2, PTHR1 agonist 5.5%, IL2 activator -0.6, EPAC1 agonist 8.1%, PLK1 PBD block -8.5% and EPAC1 antag -10.2%.
Cc1ncn(C23CC4CC(CC(C4)C2)C3)n1 was read as GLP1R ag 4.1%, GLP1R cytotox -12.7%, GLP-1R inv ag 8.8%, PI5P4K alpha inh 6.0, PTHR1 agonist -0.1%, IL2 activator -1.1, EPAC1 agonist 3.1%, PLK1 PBD block -2.7% and EPAC1 antag 5.7%.
COc1ccc(-c2cc(C(=O)Nc3ccccc3O)c3ccccc3n2)cc1OC was read as GLP1R ag 18.7%, GLP1R cytotox -20.3%, GLP-1R inv ag -1.1%, PI5P4K alpha inh 0.6, PTHR1 agonist inactive, IL2 activator 0.6, EPAC1 agonist 7.2%, PLK1 PBD block -19.9% and EPAC1 antag -16.1%.
`Cc1[nH]ccc(=O)c1OCc1ccc(Cl)cc1` gave GLP1R ag -12.3%, GLP1R cytotox 2.0%, GLP-1R inv ag 9.5%, PI5P4K alpha inh 0.3, PTHR1 agonist -5.9%, IL2 activator 0.3, EPAC1 agonist 2.2%, PLK1 PBD block -0.1% and EPAC1 antag 3.6%.
O=C(Nc1ccccc1NC(=O)NC1CCCCC1)NC1CCCCC1 was read as GLP1R ag 21.8%, GLP1R cytotox 2.7%, GLP-1R inv ag 0.6%, PTHR1 agonist inactive, IL2 activator -0.4, EPAC1 agonist -6.7%, PLK1 PBD block 0.0% and EPAC1 antag -2.4%.
`CCOC(=O)C1=C(N)n2c(s/c(=C/c3ccco3)c2=O)=C(C(=O)OC)C1c1ccco1` (stereo not drawn) gave GLP1R ag 5.9%, GLP1R cytotox 6.5%, GLP-1R inv ag -0.6%, PI5P4K alpha inh -26.3, PTHR1 agonist 2.7%[57.5 µM], IL2 activator 0.7, EPAC1 agonist 9.3%, PLK1 PBD block -18.9% and EPAC1 antag -16.6%.
COCCn1c(C)cc(C(=O)COC(=O)c2ccc3ncsc3c2)c1C was read as GLP1R ag -14.2%, GLP1R cytotox -10.6%, GLP-1R inv ag -18.3%, PI5P4K alpha inh -57.8*, PTHR1 agonist -12.9%[57.5 µM], IL2 activator -0.7, EPAC1 agonist -1.7%, PLK1 PBD block 2.38µM* and EPAC1 antag -14.9%.
Screening Cc1[nH]c2ccccc2c1/C=N/NC(=O)c1cc(-c2ccccc2)n[nH]1 returned GLP1R ag 6.5%, GLP1R cytotox inconclusive, GLP-1R inv ag inconclusive, PI5P4K alpha inh -24.0, PTHR1 agonist inactive, IL2 activator -1.0, EPAC1 agonist 3.1%, PLK1 PBD block -0.1% and EPAC1 antag -12.9%.

This is a subset; the hit share may differ from the screen's.
